BCR signal inh: qHTS Assay to Find Inhibitors of Chronic Active B-Cell Receptor Signaling. ABC-DLBCL IkBa-CBG/CBR reporter, luminescence ratio, 4 h. 0.05% of 340,000 active. Potency, µM (highest dose often 46.1 µM), without a hit: at the top dose ratio change, negative = lower green/red ratio, usual class: inhibitors; active means well fitted inhibition curve with a large enough effect in the signal ratio, with a control signal flat, not every such curve was filed as active; inconclusive means small, poorly fitted or top-dose-only effect, or effect the other way, or a change in a side signal; the % refers to the signal ratio;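 further: potency means the concentration at half of the fitted maximal effect; plate controls were basal doxycycline-induced cells for no effect and cells given 10 µM MG132 for full effect; MG132 reads +100%, hits lower the ratio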
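TMD8 ABC-DLBCL cells carrying doxycycline-inducible green luciferase fused to IkappaBalpha plus unfused red luciferase were exposed to compounds (up to 46 uM) for 4 hrs at 37C. Activity came from the overlap-corrected green/red luminescence ratio.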
a7 integrin act: qHTS for Activators of Integrin-Mediated Alleviation for Muscular Dystrophy; alpha7betagal myoblasts, beta-gal FDG fluorescence, 48 h; Potency, µM (doses to about 38.3 µM), inactives show top-dose activation, most hits filed as activators; 0.064% of 350,000 active; AID 624291, 2012;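 further: potency means the concentration at half of the fitted maximal effect; 100% = response of the positive control SU9516; nearly all actives have a fitted effect of over 60% in size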
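Alpha7betagal+/- myoblasts (passage 13) were plated 16-24 hr, then exposed to compounds (1:260 dilution of DMSO stock) for 48 hours at 37C. After MPER lysis, β-galactosidase reporter activity was read as FDG fluorescence (ex 480/em 540) after 30 minutes.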
Mito fusion yeast: qHTS Assay for Small Molecule Inhibitors of Mitochondrial Division or Activators of Mitochondrial Fusion; 0.23% of 320,000 active; Potency, µM (doses to about 46.1 µM), without a hit: at the highest dose growth rescue (activation), usual class: activators; AID 485298, 2010; S. cerevisiae fusion-defective mutant growth rescue, CellTiterGlo 48 h;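 further: potency means the concentration at half of the fitted maximal effect; % of control where 0% means no effect; nearly all actives have a fitted effect of over 45% in size; temperature-sensitive fusion mutants such as fzo1-1 at 37 °C on non-fermentable ethanol glycerol medium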
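Luminescent cell viability in 1536-well qHTS format served as the measure of rescued growth in ts fusion-mutant S. cerevisiae cultured on non-fermentable YPEG for 48 hours at 37C.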
PTAP TSG101 blk: qHTS Assay for Iinhibitors of HIV-1 Budding by Blocking the Interaction of PTAP/TSG101; Potency, µM (top dose mostly 115 µM), for inactives: top-dose activity change, negative = inhibition, actives largely listed as inhibitors; Tumor susceptibility gene 101 protein (Homo sapiens), Q99816; Fluorescence polarization, FITC-PTAP peptide / Tsg101 binding; AID 493005, 2010; 340,000 tested, under 10 active; active means well fitted inhibition curve with a large enough effect in the main read-out, with a control signal flat, not every such curve was filed as active; inconclusive means small, poorly fitted or top-dose-only effect, or effect the other way, or a change in a side signal; inactive means no such curve, though single readings can be large or run the other way; further: potency means the concentration at half of the fitted maximal effect; % of control where 0% means no effect
Target sequence (Q99816 whole entry, looked up): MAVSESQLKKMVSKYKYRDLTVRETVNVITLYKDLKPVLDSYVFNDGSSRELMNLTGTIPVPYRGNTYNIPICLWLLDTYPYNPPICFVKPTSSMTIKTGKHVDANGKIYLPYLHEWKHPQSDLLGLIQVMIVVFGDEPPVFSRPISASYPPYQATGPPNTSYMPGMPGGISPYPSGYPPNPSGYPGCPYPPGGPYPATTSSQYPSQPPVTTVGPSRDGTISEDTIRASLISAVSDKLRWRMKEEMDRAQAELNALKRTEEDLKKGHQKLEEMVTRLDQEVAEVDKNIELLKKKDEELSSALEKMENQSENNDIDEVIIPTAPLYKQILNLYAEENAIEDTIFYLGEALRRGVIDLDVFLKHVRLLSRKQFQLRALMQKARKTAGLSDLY
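Compounds were pin-transferred onto Tsg101 binding domain (10 uM final) in HEPES pH 7.5 buffer, then FITC-PTAP peptide was added at 50 nM final. After 20 min at RT, polarization reported peptide displacement across a qHTS concentration series.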
Tb PFK inh: qHTS Assay to Find Inhibitors of T. brucei phosphofructokinase. T. brucei PFK, ADP-Glo luminescence. Potency, µM (series often up to 57.5 µM), for the others: top-dose activity, negative = inhibition, usual class: inhibitors. 0.17% of 330,000 active. ATP-dependent 6-phosphofructokinase (Trypanosoma brucei brucei), O15648;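 further: potency means the concentration at half of the fitted maximal effect; 0% = uninhibited 1x PFK enzyme wells and -100% = no-enzyme wells; nearly all actives have a fitted effect of over 60% in size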
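Luminescent ADP detection (ADP-Glo, two-step: ATP depletion then ADP-to-ATP conversion for luciferase) reported PFK activity after 45 min room-temperature reaction of 1.25 nM enzyme with 0.5 mM F6P and 0.1 mM ATP at pH 8.0.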
S-ASM inh: Inhibitors of Secretory Acid Sphingomyelinase (S-ASM): qHTS; placental ASM, HMU-PC fluorogenic substrate, 60 min; AID 504937, 2011; 0.006% of 340,000 active; Potency, µM (series often up to 57.5 µM), for the others: at the highest dose activity change, negative = inhibition, most hits filed as inhibitors; further: potency means the concentration at half of the fitted maximal effect
Target sequence (P17405 47-631 limits assumed): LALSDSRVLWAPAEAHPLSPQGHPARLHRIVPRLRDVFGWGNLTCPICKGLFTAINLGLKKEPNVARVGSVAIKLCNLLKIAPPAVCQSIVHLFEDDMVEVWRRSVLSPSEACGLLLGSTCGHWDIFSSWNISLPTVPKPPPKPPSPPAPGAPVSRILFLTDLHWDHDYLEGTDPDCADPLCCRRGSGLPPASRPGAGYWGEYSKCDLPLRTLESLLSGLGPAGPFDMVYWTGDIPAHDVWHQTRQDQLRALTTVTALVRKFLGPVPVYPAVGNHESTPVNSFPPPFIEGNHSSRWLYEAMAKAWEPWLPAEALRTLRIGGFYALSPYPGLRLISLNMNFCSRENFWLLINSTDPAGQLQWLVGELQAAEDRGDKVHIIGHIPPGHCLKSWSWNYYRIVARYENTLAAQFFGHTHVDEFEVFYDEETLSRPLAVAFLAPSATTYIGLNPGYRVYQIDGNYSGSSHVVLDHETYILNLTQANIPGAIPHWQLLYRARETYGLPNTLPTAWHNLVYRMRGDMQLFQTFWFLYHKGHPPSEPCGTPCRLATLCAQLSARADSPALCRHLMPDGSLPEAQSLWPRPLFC
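HMU-PC0 cleavage (9 uM final) by human placental ASM, 60 min at 37 °C following 10 min compound exposure at RT; stopped at pH 10, fluorescence Ex 386/Em 447 nm.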
TSHR antagonist: Antagonists of the Thyroid Stimulating Hormone Receptor: HTS campaign; Thyrotropin receptor (Homo sapiens), P16473; 0.2% of 330,000 active; TSHR-expressing cells, TSH-stimulated cAMP HTRF, 2 h; hits give low values; activity change, negative = inhibition, % at 11.5 µM; AID 504810, 2011;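 active means activity change below a set negative limit, meaning inhibition stronger than a set level, cut at about -70% in these data; inconclusive means activity change between two set negative limits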; further: on the % scale 0 is the no-effect control and ±100 the full control effect
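Cell-based HTRF cAMP assay; TSHR cells + compound, TSH EC80 (4nM final), 2 h, 37 deg C. Lysis with anti-cAMP cryptate and cAMP-d2, 30 min RT, read 665/620 nm.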
TCR act: Activators of T cell receptors: qHTS campaign; primary human leukocytes, anti-CD3, IL-2 HTRF, 48 h; Potency, µM (series often up to 9.22 µM), without a hit: top-dose activation of IL-2 secretion, usual class: activators; 330,000 tested, under 10 active; AID 504894, 2011; further: % of control where 0% means no effect
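Compounds are tested in HTS on primary human leukocytes co-incubated with a-CD3 beads for 48 hr. IL-2 output is measured by time-resolved FRET.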
A-T KAP1 phos: qHTS Assay for Identifying a Potential Treatment of Ataxia-Telangiectasia; 0.19% of 320,000 active; Potency, µM (doses to about 57.5 µM), without a hit: at the top dose activation, usual class: activators; […] A-T fibroblasts, KAP-1 phosphorylation AlphaLISA; neocarzinostatin DNA damage 30 min before lysis; further: potency means the concentration at half of the fitted maximal effect; % of control where 0% means no effect; nearly all actives have a fitted effect of over 45% in size
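hTERT-immortalized A-T patient fibroblasts ([…]), 500 cells/well in OPTI-MEM, 1% FBS, got compounds for 60 min, then NCS for 30 min at 37C. Lysates were then assayed for phospho-KAP-1 by AlphaLISA (anti-pKAP1 donor, anti-KAP1 acceptor beads), 6 hr at 25C.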
Eya2 inh: qHTS Assay for Inhibitors of the Phosphatase Activity of Eya2. Protein phosphatase EYA2 (Homo sapiens), O00167. Potency, µM (doses to about 76.9 µM), for inactives: at the top dose activity, negative = inhibition, usual class: inhibitors. AID 488837, 2010. 0.006% of 330,000 active. recombinant Eya2, OMFP fluorescence dephosphorylation (OMFP is methylfluorescein phosphate); further: potency means the concentration at half of the fitted maximal effect; on the % scale 0 is the no-effect control and ±100 the full control effect
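Eya2 protein (added as 0.2 uM solution) was preincubated with compound for 10 min at ambient temperature in 50 mM HEPES pH 7.5, 50 mM NaCl, 5 uM MgCl2, 0.05% BSA, 1 mM DTT. OMFP (added at 50 uM) then reacted 10 min; fluorescence read at 485/525 nm.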
ELG1 repair inh: qHTS screen for small molecules that inhibit ELG1-dependent DNA repair in human embryonic kidney (HEK293T) cells expressing luciferase-tagged ELG1; HEK293T ELG1-luciferase reporter, luminescence, 16 h; DNA damage induced by 5-fluorouridine; Potency, µM (top dose mostly 46.1 µM), inactives show at the highest dose activity change, negative = inhibition, most hits filed as inhibitors; 2.3% of 330,000 active; AID 504467, 2011; further: potency means the concentration at half of the fitted maximal effect; on the % scale 0 is the no-effect control and ±100 the full control effect; nearly all actives have a fitted effect of over 55% in size
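DMSO vehicle served as the neutral condition. Each well held 2,000 cells given 5-fluorouridine plus compound; after 16 hr at 37 °C/5% CO2, ONE-Glo was added and luciferase measured 30 min later.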
Active calls of the source: *; i = inactive; u = inconclusive; x = no result given; [ ] = dose if it differs, or a comment. Unless noted, the call rests on the fitted dose curve; in most records, active means well fitted curve in the direction sought with a large enough effect; inconclusive means small, poorly fitted or top-dose-only effect, or another doubt; inactive means no such curve, though single readings can be large; an effect the other way counts as inactive or inconclusive. This is a random part of the collection; any-hit rate near 3.2%.

SMILES | BCR signal inh | a7 integrin act | Mito fusion yeast | PTAP TSG101 blk | Tb PFK inh | S-ASM inh | TSHR antagonist | TCR act | A-T KAP1 phos | Eya2 inh | ELG1 repair inh
COc1ccc(N(C(=O)Cc2cccs2)C(C(=O)NC2CCCCC2)c2cccn2C)cc1OC (configuration not stated) | -2% | 4% | 1% | -5% | 1% | 6% | 2 | -4%[46.1 µM] | -4% | 1% | -4%
COc1ccc(S(=O)(=O)NCC2CCC(C(=O)N3CCC4(CC3)OCCO4)CC2)cc1 (configuration not stated) | 6% | -4% | -1% | -1% | -1% | 0% | -4 | 2% | x | -5% | 0%
NC(=O)c1nsc(C(=O)N(Cc2ccco2)C(C(=O)NCC2CCCO2)c2ccc(F)cc2)c1N (configuration not stated) | -1% | 1% | -7% | -4% | 5% | 174%[activator] | 6 | -5% | 22% | -10% | 2%
O=C(c1nc2ccccn2c1CN1CCC(Cc2ccccc2)CC1)N1CCCC1 | -14% | -1% | -4% | -4% | -1% | 5% | -7 | 2% | 2% | 0% | 13%
CCc1cc(Br)ccc1N1C(=O)C2CC=CCC2C1=O (configuration not stated) | 7% | 9% | 5% | 0% | -2% | -2% | 58 | -3%[46.1 µM] | x | -6% | u
COc1ccc(/C=C(/C#N)C(=O)NC2CCCCC2)cc1Br | -4% | 0% | 1% | -5% | 2% | -2% | 30 | -1% | -2% | -8% | 17%
O=S(=O)(Cc1ccccc1)/C1=C(\N2CCOCC2)CCCCCC1 | 2% | 7% | 4% | -6% | 2% | -2% | 31 | 13% | x | -12% | 7%
CNC(=O)CC(CC(=O)c1ccccc1)c1ccccc1 (configuration not stated) | u | 3% | -10% | -5% | -1% | 1% | -6 | 1% | u | 21% | 15%
COC(=O)c1ccc(C(=O)OC)c(NC(=O)COC(=O)C23CC4CC(CC(O)(C4)C2)C3)c1 | u | 0% | 2% | -5% | -6% | -2% | -18 | 4% | 6% | -5% | u
O=C(NCCc1c[nH]c2ccccc12)OCCCCOC(=O)NCCc1c[nH]c2ccccc12 | u | -38% | 2% | -1% | -29% | -12% | -21 | -3% | 3% | 11% | u
O=C(NNc1ncnc2sccc12)c1ccc(Cl)cc1 | u | -16% | -3% | -2% | -11% | 1% | -6 | 6% | -5% | 1% | u
COc1ccc(C(=O)N(Cc2ccccc2)c2cccc(C)c2)c(OC)c1OC | u | -11% | 2% | -1% | 1% | 1% | 5 | 0% | -4% | 3% | 0%
S=C(Nc1ccc(Cl)c(Cl)c1)N1CCOCC1 | u | -12% | 1% | -4% | u | -1% | 8 | -9%[46.1 µM] | -10% | -2% | 0%
CCOc1ccccc1N=CC1=C(O)CC(c2ccccc2)CC1=O (configuration not stated) | -2% | -10% | 2% | 5% | 5% | i | 6 | x | 4% | 9% | -17%
Cc1ccccc1-n1ccnc1SCC(=O)Nc1cccc(S(=O)(=O)NC2=NCCC2)c1 | -2% | -8% | x | -2% | 1% | 3% | x | -1% | 4% | 8% | -20%
COc1cc(C2CC(=O)N(c3ccc(C)cc3)C(=O)C2)cc(OC)c1OC | -5% | -23% | 3% | 1% | -5% | 5% | -1 | -1% | 0% | 4% | 11%
O=C(NCc1ccccn1)c1ccc(N2CCCC2=O)cc1 | 0% | 15% | 0% | -10% | -6% | 3% | 4 | -8% | -9% | -7% | u
CCOc1ccccc1Nc1nc(N)nc(CSc2nccc(C)n2)n1 | -22% | 14% | 1% | -8% | 6% | 0% | 5 | -2% | 3% | 2% | -14%
OC1(c2ccc(Cl)cc2)CCN(Cc2cn[nH]c2-c2ccc(F)cc2)CC1 | -18% | -27% | 2% | 2% | 0% | -1% | 2 | -3% | -5% | 8% | u
Cc1ccc(S(=O)(=O)N2CCCC2CNC(=O)C(=O)NCc2ccccn2)cc1 (configuration not stated) | -4% | -26% | 2% | -7% | -2% | 1% | 19 | 3% | 30% | -42% | 5%
Cc1ccc2c(c1)NC(=O)C(CC(=O)NCCCN1CCCCC1C)O2 (configuration not stated) | u | 17% | 1% | -7% | -4% | -4% | 4 | -2% | 1% | -28% | 7%
CCN(CC)C(=O)Cn1cc(S(=O)(=O)CC(=O)Nc2ccc(OC)c(OC)c2)c2ccccc21 | 6% | -14% | -2% | -3% | 2% | 3% | -12 | -14% | -1% | 0% | -2%
O=C(CSc1nnnn1-c1ccccc1)Nc1nc(-c2ccccc2)ns1 | u | 7% | 4% | -3% | 0% | -4% | -5 | -4% | 2% | 0% | 1%
CCc1ccc(NC(=O)CSc2nc3nc(C)cc(C)n3n2)cc1 | -4% | -25% | 9% | -1% | -25% | -4% | 18 | 0% | 10% | 1% | -10%
O=C1C(Cl)=C(N2CCN(Cc3ccccc3)CC2)C(=O)N1c1ccccc1 | 9% | 12% | -1% | -1% | 2% | -4% | -12 | 12% | -1% | -10% | 12%
O=C1C2C3CC(C(Br)C3Br)C2C(=O)N1CC1CCCO1 (configuration not stated) | 1% | 24% | -2% | 1% | -1% | 3% | 1 | 1% | 5% | 1% | -5%
C/C(=N\NC(=O)c1cc(Br)ccc1O)c1ccccn1 | u | -36% | -5% | -2% | 10% | 1% | -27 | -7% | 1% | 12% | u
CC(=O)c1cccc(NS(=O)(=O)c2ccc(C(=O)Nc3ccccc3)cc2)c1 | u | 6% | 0% | -9% | 0% | -13% | -22 | 4% | -10% | -8% | 1%
COc1ccc(NC(=O)CN(C)C(=O)c2ccc(C)s2)cc1 | -7% | 1% | -1% | -2% | -1% | 0% | -20 | 1% | 3% | 7% | u
COCCNC(=O)C(c1ccc(Cl)cc1)N(C(=O)CCC(=O)Nc1ccccn1)C1CCCC1 (configuration not stated) | 4% | 20% | 3% | -2% | 0% | -5% | 1 | 14% | 5% | -14% | -9%

Gathered by group, the entries above containing a Cl atom (5)
SMILES | BCR signal inh | a7 integrin act | Mito fusion yeast | PTAP TSG101 blk | Tb PFK inh | S-ASM inh | TSHR antagonist | TCR act | A-T KAP1 phos | Eya2 inh | ELG1 repair inh
O=C(NNc1ncnc2sccc12)c1ccc(Cl)cc1 | u | -16% | -3% | -2% | -11% | 1% | -6 | 6% | -5% | 1% | u
S=C(Nc1ccc(Cl)c(Cl)c1)N1CCOCC1 | u | -12% | 1% | -4% | u | -1% | 8 | -9%[46.1 µM] | -10% | -2% | 0%
OC1(c2ccc(Cl)cc2)CCN(Cc2cn[nH]c2-c2ccc(F)cc2)CC1 | -18% | -27% | 2% | 2% | 0% | -1% | 2 | -3% | -5% | 8% | u
O=C1C(Cl)=C(N2CCN(Cc3ccccc3)CC2)C(=O)N1c1ccccc1 | 9% | 12% | -1% | -1% | 2% | -4% | -12 | 12% | -1% | -10% | 12%
COCCNC(=O)C(c1ccc(Cl)cc1)N(C(=O)CCC(=O)Nc1ccccn1)C1CCCC1 (configuration not stated) | 4% | 20% | 3% | -2% | 0% | -5% | 1 | 14% | 5% | -14% | -9%
